Source: PubChem
MCF10A rerep – A quantitative high throughput screen for small molecules that induce DNA re-replication in MCF 10a normal breast cells | Potency, µM (doses to about 46.1 µM), inactives show at the top dose activity, positive = re-replication, hits mostly activators | 350,000 tested, 2.9% active | MCF 10A DNA re-replication, Hoechst nuclear intensity, 48 h; note: % of control where 0% means no effect; nearly all actives have a fitted effect of over 50% in size
EPAC2 antagonist – qHTS for Antagonist of cAMP-regulated guanine nucleotide exchange factor 2 (EPAC2): primary screen; Rap guanine nucleotide exchange factor 4 (Homo sapiens), Q8WZA2; 360,000 tested, 0.18% active; Potency, µM (highest dose often 114 µM), for the others: at the highest dose activity, negative = inhibition, usual class: inhibitors; EPAC2 GEF exchange of Rap1B-BODIPY-GDP, fluorescence; note: % is set by controls: 0 for no effect and ±100 for the full control effect; nearly all actives have a fitted effect of over 45% in size; many of its hits are not listed in these tables
Target sequence (Q8WZA2 whole entry, looked up): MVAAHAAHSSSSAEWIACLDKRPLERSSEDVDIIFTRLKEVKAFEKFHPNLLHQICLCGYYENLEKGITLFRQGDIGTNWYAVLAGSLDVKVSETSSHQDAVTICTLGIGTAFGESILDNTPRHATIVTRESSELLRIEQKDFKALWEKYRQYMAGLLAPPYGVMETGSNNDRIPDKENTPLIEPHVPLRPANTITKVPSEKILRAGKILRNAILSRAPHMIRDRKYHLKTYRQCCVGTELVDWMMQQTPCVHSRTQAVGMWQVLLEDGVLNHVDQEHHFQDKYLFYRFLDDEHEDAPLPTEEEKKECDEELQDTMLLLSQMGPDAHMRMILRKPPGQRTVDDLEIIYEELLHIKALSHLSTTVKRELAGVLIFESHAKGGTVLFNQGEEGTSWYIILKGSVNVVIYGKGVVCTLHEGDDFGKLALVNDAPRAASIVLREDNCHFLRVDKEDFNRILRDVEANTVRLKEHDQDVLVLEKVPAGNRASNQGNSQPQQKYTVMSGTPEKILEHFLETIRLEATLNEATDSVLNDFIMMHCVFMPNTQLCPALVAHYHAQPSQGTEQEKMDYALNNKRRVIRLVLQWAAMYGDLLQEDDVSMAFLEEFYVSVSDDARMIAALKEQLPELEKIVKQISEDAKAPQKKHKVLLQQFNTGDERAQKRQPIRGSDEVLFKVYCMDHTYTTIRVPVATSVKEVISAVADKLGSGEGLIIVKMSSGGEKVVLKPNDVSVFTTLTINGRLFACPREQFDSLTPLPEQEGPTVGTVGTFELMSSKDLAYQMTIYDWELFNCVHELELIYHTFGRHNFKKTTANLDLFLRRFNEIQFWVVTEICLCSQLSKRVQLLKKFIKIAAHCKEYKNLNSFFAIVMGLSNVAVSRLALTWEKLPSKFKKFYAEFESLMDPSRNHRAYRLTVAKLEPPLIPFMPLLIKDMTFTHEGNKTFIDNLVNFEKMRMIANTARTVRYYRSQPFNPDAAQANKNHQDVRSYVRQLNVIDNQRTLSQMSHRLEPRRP
A549 viability – Nrf2 qHTS screen for inhibitors: counterscreen for cytotoxicity; 390,000 tested, 0.16% active; Potency, µM (series often up to 46 µM), inactives show top-dose activity change, negative = cytotoxicity, actives largely listed as inhibitors; A549 ARE-Fluc cells, CellTiter-Fluor viability, 18-24 h; note: % is set by controls: 0 for no effect and ±100 for the full control effect
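A549 ARE-Fluc cells in 5% FBS OPTI-MEM, 5000 cells/well, rested 2 h then exposed to compounds in concentration-response for 18-24 h at 37 °C. Viability by CellTiter-Fluor fluorescence (Ex 405/Em 525) after 30 min; luciferase luminescence (BugLite, 15 min, RT) read afterwards.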
TGFb inhibitor – qHTS for Inhibitors of TGF-b. Potency, µM (series often up to 46.1 µM), inactives show at the top dose activity, negative = inhibition, most hits filed as inhibitors. HepG2 CAGA-GFP TGF-b/SMAD3 reporter, GFP fluorescence, 18 h; TGF-beta stimulated, 500 pg/mL final. 410,000 tested, 1.2% active; note: % is set by controls: 0 for no effect and ±100 for the full control effect; nearly all actives have a fitted effect of over 65% in size
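Smad-responsive CAGA-GFP expression was quantified in HEPG2 cells exposed to compounds and 500 pg/mL final TGF-beta for 18 h at 37 degrees C; unstimulated wells defined full inhibition.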
HepG2 tox – qHTS for Inhibitors of TGF-b: Cytotox Counterscreen | HepG2 CAGA-GFP viability, ATP luminescence, 18 h | Potency, µM (highest dose often 46.1 µM), inactives show top-dose activity change, negative = cytotoxicity, hits mostly cytotoxic | 410,000 tested, 0.76% active | AID 588856, 2011; note: some results filed as inactive show a strong effect at the top dose
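CellTiter-Glo luminescence gave cytotoxicity after 18 hours at 37 degrees C. The cells were HepG2 CAGA-GFP in 1% FBS DMEM, stimulated with 500 pg/mL TGF-beta after compound addition. %Activity was normalised to no-cell wells (complete cell-killing) and DMSO (no toxicity), and curves were fitted and classified.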
ATXN2 expr inh – Primary qHTS for Inhibitors of ATXN expression; 360,000 tested, 0.72% active; HEK-293 ATXN2-luciferase reporter, luminescence, 24 h; AID 1745845, 2022; Potency, µM (top dose mostly 57 µM), inactives show top-dose activity change, negative = inhibition, actives largely listed as inhibitors; note: % is set by controls: 0 for no effect and ±100 for the full control effect; nearly all actives have a fitted effect of over 55% in size
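qHTS (up to 57 uM final) was run with 24 h compound exposure of reporter cells at 37 °C. Each well was multiplexed: SteadyGlo luminescence measured ATXN2-luciferase expression after a fluorogenic Gly-Phe-AFC viability readout (25 uM final).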
Nrf2 activator – qHTS of Nrf2 Activators. AREc32 ARE-luciferase reporter (MCF7-derived line), luminescence, 24 h. Potency, µM (top dose mostly 46.1 µM), without a hit: at the top dose activation, usual class: activators. 410,000 tested, 0.31% active. AID 624171, 2012; note: % of control where 0% means no effect; nearly all actives have a fitted effect of over 65% in size
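Luminescent ARE reporter assay in AREc32_Fluc cells: overnight plating at 37 deg C, 24 hr compound incubation, Steady-Glo added, 30 min RT before reading.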
S2 tox – Viability Counterscreen for Primary qHTS for Inhibitors of ATXN expression; S2 cells (HEK-293 line with an ATXN2-luciferase reporter) viability, CellTiter-Fluor protease fluorescence, 24 h; Potency, µM (series often up to 56.7 µM), most hits filed as cytotoxic; 400,000 tested, 0.49% active; AID 651635, 2014; note: nearly all actives have a fitted effect of over 40% in size
Nrf2 block – Nrf2 qHTS screen for inhibitors; 360,000 tested, 2.1% active; A549 ARE-Fluc reporter, luciferase luminescence, 18-24 h; AID 504444, 2011; Potency, µM (doses to about 46 µM), inactives show top-dose activity change, negative = inhibition, usual class: inhibitors; note: % is set by controls: 0 for no effect and ±100 for the full control effect; nearly all actives have a fitted effect of over 60% in size
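Cells were seeded and rested 2 h, then exposed to compounds for 18-24 h. CellTiter-Fluor was read first as a viability measure. BugLite was added 15 min before the final luminescent read of ARE-luciferase activity in A549 cells.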
Starred values were filed as active, the others as inactive; i = inactive; ? = inconclusive; · = not tested or not shown; [ ] = remark or other dose. Calls come from the whole dose curve; as a rule, active = well fitted curve in the direction sought with a large enough effect; inconclusive = small, poorly fitted or top-dose-only effect, or another doubt; inactive = no such curve, though single readings can be large; an effect the other way counts as inactive or inconclusive. Potency is the fitted concentration of half-maximal effect. The list is partial, so the mix of outcomes need not match the whole.

Below each compound – MCF10A rerep	EPAC2 antagonist	A549 viability	TGFb inhibitor	HepG2 tox	ATXN2 expr inh	Nrf2 activator	S2 tox	Nrf2 block
> Cc1ccc(NS(=O)(=O)c2cc([N+](=O)[O-])ccc2NNC(=S)Nc2cccc(Cl)c2)c(C)c1
 : -3.5%	50.1µM*	?	?	-86.2%	-7.8%	-0.4%[9.22 µM]	?	-22.4%
> Cc1ccc(OCc2cc(C(=O)N3CCC(C(O)C(C)C)CC3)no2)cc1C (configuration not stated)
 : ?	-12.0%	-8.2%	-14.6%	-7.9%	12.2%	0.6%	i	?
> COc1ccc(CCNC(=S)NC2CCN(Cc3ccccc3)CC2)cc1OC
 : -33.8%	3.7%	-7.1%	-3.2%	-12.0%	-14.8%	0.1%	i	18.9%
> COc1ccc(CNCCS(=O)(=O)NCc2ccccc2)cc1
 : -6.4%	3.1%	2.9%	3.1%	5.8%	1.6%	0.7%	i	10.2%
> O=C(Nc1nnc(S(=O)(=O)N2CCN(c3ccc(F)cc3)CC2)s1)c1ccc(Cl)cc1
 : ·	·	3.9%	-1.2%	-11.3%	10.9%	0.6%	i	24.9%
> CC(C)(C)c1ccc(C(=O)Nc2ccc(CC(=O)O)cc2)o1
 : 0.1%	13.0%	0.5%	-25.2%	1.9%	0.398µM*	-2.3%	i	3.66µM*
> O=C(Cn1c(-c2ccccn2)nc2ccccc21)NCCN1CCOCC1
 : 2.6%	18.2%	7.4%	-0.9%	1.6%	-2.7%	-0.9%	i	6.3%
> CN1C(C(=O)NC(C)(C)C)=CC(c2ccc3c(c2)OCO3)=NS1(=O)=O
 : ·	·	7.8%	-7.9%	-11.5%	-6.5%	0.7%	i	14.9%
> Cc1c(NC(=O)CN2CCN(c3ccc(F)cc3)CC2)c(=O)n(-c2ccccc2)n1C
 : 0.0%	15.2%	4.4%	2.2%	6.3%	-1.9%	0.3%	i	-3.2%
> COc1ccccc1CN1CC(C(=O)NCc2cc(C(C)C)no2)CCC1=O (configuration not stated)
 : 9.5%	-0.7%	-8.2%	-3.5%	-3.8%	12.8%	-1.1%	i	9.9%
> CN(C)CC(C)(C)CNC(=O)CC1C(=O)NCCN1Cc1ccc(-c2ccccc2)cc1 (configuration not stated)
 : 0.4%	-0.7%	5.9%	-3.3%	-8.2%	-6.4%	0.0%[9.22 µM]	i	2.7%
> CN(C)S(=O)(=O)c1cccc(NC(=O)C2CCN(S(=O)(=O)c3cccs3)CC2)c1
 : 6.8%	-10.8%	-7.7%	-3.2%	-5.5%	-20.2%	1.5%	i	?
> Cc1ccc2c(c1)c1cccc3c1n2CCN3CCC(N)=O
 : ?	-1.9%	-2.2%	10.1%	-22.4%	71.2%[activator]	6.0%	i	?
> Cc1noc(C)c1COc1cccc(C(=O)N2CCc3ccccc32)c1
 : 35.5%	-12.8%	-4.4%	-7.5%	-33.2%	-10.0%	5.4%	i	?
> COCCc1nn2c(=O)cc(COC(=O)c3ccc(Br)cc3)nc2s1
 : ·	·	10.1%	0.5%	-34.6%	-7.2%	14.9%	i	?
> Cc1nc2sc(C(c3ccco3)N3CCc4ccccc4C3)c(O)n2n1 (configuration not stated)
 : -3.6%	-12.2%	17.5%	?	-8.0%	-9.3%	17.7%	i	-27.2%
> CCOC(=O)c1[nH]c(C)c(C(=O)OCCOc2cccc(C)c2)c1C
 : 10.2%	-1.6%	12.0%	0.0%	-8.8%	5.4%	2.3%[9.22 µM]	i	?
> Cc1ccc(S(=O)(=O)NC(=O)Nc2ncc3c(n2)CC(c2ccco2)CC3=O)cc1 (configuration not stated)
 : -1.2%	1.1%	-1.1%	10.1%	-0.8%	-10.4%	10.9%	i	1.7%
> O=C1/C(=C/c2ccccc2O)SC(=S)N1Cc1cccnc1
 : 6.51µM*	20.7%	-10.4%	?	-1.6%	28.2µM*	?	15.8µM*	6.7%
> CN(Cc1cccc(C(F)(F)F)c1)C(=O)[C@H]1O[C@@H](n2ccc(N)nc2=O)[C@H](O)[C@@H]1O
 : ·	4.8%	·	-20.0%	7.0%	7.1%	-0.3%	i	·
> Cc1cccc(NC(=O)Nc2cnccn2)c1C
 : -44.9%[inhibitor]	-9.7%	5.6%	1.4%	-0.5%	8.4%	-0.5%	i	-12.5%
> O=C(CNS(=O)(=O)c1ccc(Cl)c(C(F)(F)F)c1)NC1CCCCCC1
 : 13.4%	0.5%	1.0%	?	-39.9%	-18.8%	-0.4%	i	-21.4%
> O=C(OCC(=O)N1CCCC1)c1cccc(Br)c1
 : 1.7%	5.7%	-0.9%	0.0%	-0.1%	29.4%	11.7%	i	-0.2%
> O=C(O)c1cccc(CN2C(=O)S/C(=C/c3ccccc3[N+](=O)[O-])C2=O)c1
 : ?	?	0.2%	-46.2%	-18.3%	4.6%	?	i	0.9%
> O=c1cc(O)c2sc(Nc3cccc(C(F)(F)F)c3)nc2[nH]1
 : 10.6%	-2.3%	2.3%	0.0%	-4.2%	4.4%	0.7%	i	9.0%
> CCOC(=O)N1CCN(C(=O)Cn2ncc3c2-c2ccccc2OC3)CC1
 : -3.7%	19.1%	4.1%	2.7%	-1.9%	-8.7%	-1.2%	i	-25.5%
> COc1ccc(N2C(=O)/C(=C/N(C)C)NC2=S)cc1
 : -6.8%	-22.1%	-3.0%	-15.6%	-6.4%	-1.7%[11.3 µM]	0.9%	i	-1.2%
> Cc1cc(SCn2nnc3ccccc3c2=O)nc2ccccc12
 : 25.5%	-8.0%	17.9%	0.4%	-12.8%	35.7%[activator]	3.3%	i	2.2%
> Cc1nn(-c2ccccc2)c(Cl)c1C1C(C#N)=C(N)Oc2c1c(C)nn2-c1ccccc1 (configuration not stated)
 : 0.7%	-7.0%	-8.7%	3.9%	-1.7%	1.1%	?	i	·
> COc1ccc(C2CC(=O)c3c([nH]c(C(=O)OC4CCC(C)CC4)c3C)C2)cc1OC (configuration not stated)
 : ·	·	-2.7%	-0.9%	-8.4%	·	1.1%	·	-5.2%
> C/C(N)=C(/C#N)C(=O)COC(=O)C1=NN(c2ccccc2)C(=O)CC1
 : -3.8%	9.3%	-1.7%	8.8%	0.1%	-1.7%	-0.8%	i	16.2%
> COc1ccc2[nH]c3c(NCCCN4CCCC4=O)ncnc3c2c1
 : -2.4%	2.5%	-2.6%	-4.5%	-0.9%	12.4%	4.5%	i	2.4%
> NS(=O)(=O)c1ccc(CCNC(=O)c2ccc(CS(=O)(=O)c3ccc(Br)cc3)o2)cc1
 : -1.8%	16.8%	0.4%	8.6%	0.8%	-10.2%	-0.7%	i	4.0%
> O=C1CC(c2ccc3c(c2)OCCO3)Oc2ccc([N+](=O)[O-])cc21 (configuration not stated)
 : 16.4µM*	-1.3%	-2.6%	?	-54.3%	·	14.9%	i	?
> CC(C)CNC(=O)C1(C)CCCN1C(=O)CCc1cccs1 (configuration not stated)
 : ·	-5.4%	·	-1.3%	-10.0%	1.1%	-0.2%	i	·
> CCC(C)(C)NC(=O)C(c1ccccn1)N(C(=O)c1csnn1)c1ccc(C)cc1 (configuration not stated)
 : 0.0%	7.6%	-0.5%	23.8%	0.5%	-8.1%	-0.3%	i	6.4%
> O=C(NCCc1cn[nH]c1)C1CCC(=O)N(CCc2cccc(F)c2)C1 (configuration not stated)
 : ?	0.4%	0.0%	-1.1%	1.1%	9.8%	0.6%	i	-4.7%
> CC(=O)Nc1ccc(NC(=O)Nc2ccccc2)cc1
 : 0.1%	-2.1%	2.5%	-7.3%	-33.0%	32.7%[activator]	1.3%	i	11.3%
> CCCCN(CCCC)CCNC(=O)c1cn(C)c2ccc(S(=O)(=O)N(C)C3CCCCC3)cc2c1=O
 : -4.4%	-17.2%	-11.9%	-14.6%	-0.5%	·	-1.0%	i	1.3%
> O=[N+]([O-])c1ccc(-c2ccc(/C=N/Nc3nc(N4CCCCC4)nc(N4CCCCC4)n3)o2)cc1
 : 23.2%	4.3%	-15.0%	3.3%	7.3%	16.4%[11.3 µM]	2.8%	·	-12.9%
> C/C(NC(=O)c1ccccc1F)=C1\C(=O)C[C@@H]2[C@H]1C2(C)C
 : ?	6.4%	-3.0%	-29.3%	-7.2%	75.6%[activator]	4.0%	i	·
> O=C(Nc1ccccc1)ON=C1c2ccccc2-c2ccccc21
 : 8.8%	-3.0%	6.8%	-18.5%	1.8%	-1.7%	3.4%	?	5.4%
> N#CCCN(Cc1cccs1)C(=O)Nc1ccccc1
 : -1.9%	-2.1%	-14.6%	-4.5%	5.9%	-0.2%	-1.8%	?	2.9%
> CO/N=C/c1ccc(N2CCOCC2)c([N+](=O)[O-])c1
 : 1.4%	-1.3%	0.5%	-0.1%	-13.1%	-17.9%	0.1%	i	-8.3%
> N#CCCN(C(=O)COC(=O)c1ccc2c(c1)OCCO2)c1ccccc1
 : -3.1%	-0.1%	-5.8%	0.0%	1.2%	-4.1%	-0.1%	i	5.1%
> O=C1C=C(NNC(=O)c2ccccc2Br)CCC1
 : 1.5%	15.0%	0.9%	9.0%	7.3%	0.6%	-0.5%	i	12.2%
> CCS(=O)(=O)c1ccc2oc(=O)c(/C=C(\O)c3ccc(Cl)cc3)nc2c1
 : -1.4%	1.8%	1.5%	0.1%	4.7%	-8.5%	-0.6%	i	-9.3%
> CC(C)CC(=O)N1CCN(Cc2ccc(C(F)(F)F)cc2)CC1
 : 1.4%	2.6%	9.6%	?	-3.7%	·	0.3%	?	?

As a short view, part of the list above:
Below each compound – MCF10A rerep	EPAC2 antagonist	A549 viability	TGFb inhibitor	HepG2 tox	ATXN2 expr inh	Nrf2 activator	S2 tox	Nrf2 block
> O=C1C=C(NNC(=O)c2ccccc2Br)CCC1
 : 1.5%	15.0%	0.9%	9.0%	7.3%	0.6%	-0.5%	i	12.2%
> CCS(=O)(=O)c1ccc2oc(=O)c(/C=C(\O)c3ccc(Cl)cc3)nc2c1
 : -1.4%	1.8%	1.5%	0.1%	4.7%	-8.5%	-0.6%	i	-9.3%
> CC(C)CC(=O)N1CCN(Cc2ccc(C(F)(F)F)cc2)CC1
 : 1.4%	2.6%	9.6%	?	-3.7%	·	0.3%	?	?
